Assay outcomes as filed in PubChem BioAssay.
procasp3 activ – activators of human procaspase-3 D3A mutant, primary screen, biochemical, absorbance, PC-3 D3A mutant, single concentration. Caspase-3 (Homo sapiens), P42574. recombinant procaspase-3 D3A, Ac-DEVD-pNA absorbance 405 nm. activation, % at 8.5 µM. hit rate 0.11% among 330,000. AID 463141, 2010;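 active = activation above the mean of all tested compounds plus 3 SD, cut at about 21% in these data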;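 also: 0% = DMSO alone and 100% = DMSO wells spiked with extra 5 µM PC-3 D3A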
Target sequence (P42574 whole entry D9A/D28A/D175A): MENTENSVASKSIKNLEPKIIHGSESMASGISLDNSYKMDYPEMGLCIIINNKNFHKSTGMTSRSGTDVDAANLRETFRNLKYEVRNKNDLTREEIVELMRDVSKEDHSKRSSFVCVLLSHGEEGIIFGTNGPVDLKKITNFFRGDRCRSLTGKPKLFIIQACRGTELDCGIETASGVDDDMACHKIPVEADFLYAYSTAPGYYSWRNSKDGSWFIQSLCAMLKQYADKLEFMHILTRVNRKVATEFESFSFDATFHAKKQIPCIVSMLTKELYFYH
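System: Procaspase-3 D3A mutant. Medium: Zinc-free 300 mM NaCl, 50 mM HEPES, 0.01% Triton X-100. Schedule: 1 h preincubation plus 2 h reaction at 25 °C. Measured by: 405 nm absorbance of p-nitroaniline, reads at 0 and 120 min. Read-out: percent activation relative to control range.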
GRK2 aptamer HTS – compounds blocking aptamer binding on GRK2 – biochemical, human GRK2, bead flow cytometry, HTS, primary screen; hit rate 0.59% among 330,000; Beta-adrenergic receptor kinase 1 (Homo sapiens), P25098; FAM-aptamer displacement from GRK2; inhibition of aptamer binding, % at 10 µM;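 active = inhibition of aptamer binding above 40%, roughly 3 SD of noise, on plates passing a quality check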;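 also: median bead fluorescence of bound FAM aptamer so fluorescent compounds give negative values; no value below 0 was filed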
PP1 inh – PP1-alpha phosphatase inhibitors, primary screen, counter-screen for PP5 inhibitor project, biochemical, fluorescence, OMFP substrate, single point; AID 2235, 2010; Serine/threonine-protein phosphatase PP1-alpha catalytic subunit (Homo sapiens), P62136; inhibition, % at 6.7 µM; hit rate 0.9% among 320,000; purified PP1alpha;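 active = inhibition above the mean inhibition of all tested compounds plus 3 SD, computed separately for each screening campaign, cut at about 15% in these data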
Target sequence (P62136 whole entry, looked up): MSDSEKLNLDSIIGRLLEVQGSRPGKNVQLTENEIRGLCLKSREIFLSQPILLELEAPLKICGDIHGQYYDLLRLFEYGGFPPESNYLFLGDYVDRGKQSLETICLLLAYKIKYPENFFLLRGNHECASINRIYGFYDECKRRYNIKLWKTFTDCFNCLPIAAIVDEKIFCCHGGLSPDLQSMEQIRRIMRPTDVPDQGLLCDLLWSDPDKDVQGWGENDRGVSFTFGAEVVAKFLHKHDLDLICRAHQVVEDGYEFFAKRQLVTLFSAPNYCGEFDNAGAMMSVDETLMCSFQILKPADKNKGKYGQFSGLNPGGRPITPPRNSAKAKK
core dimer inh – inhibitors of HCV core protein dimerization, primary screen, biochemical, TR-FRET, high-throughput; TR-FRET GST/Flag-core106 dimerization, 1536-well; inhibition, % at 5 µM; hit rate 0.33% among 300,000;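 active = inhibition above the mean of all tested compounds plus 3 SD, set per screening campaign, cut at about 45% in these data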
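System – GST-tagged and Flag-tagged HCV core protein residues 1-106 · Repeats – one well for each compound · Technique – TR-FRET 671 and 617 nm emission · Doses – one concentration, 5 µM, in 0.5% DMSO · Times – 4 h, 22.5 °C incubation · Also added – Eu donor and XL665 acceptor anti-tag antibodies · Measure – percent inhibition of core106 dimerization signal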
VLA-4 inh – inhibition in human VLA-4 binding assay, primary screen, VLA-4 allosteric modulator project, MLPCN library, flow cytometry, VLA-4 expressing cells | Integrin alpha-4 (Homo sapiens), P13612 | ligand binding flow cytometry | inhibition, % (about 7 µM as worked out from the volumes in the protocol) | hit rate 0.2% among 330,000 | AID 2557, 2010; in the data active = inhibition above about 50%
proCasp7 act – procaspase-7 activators, primary screen, counter-screen for procaspase-3 activator project, biochemical, absorbance, HTS, human. Caspase-7 (Homo sapiens), P55210. recombinant procaspase-7, Ac-DEVD-pNA absorbance 405 nm; D23A/D198A/D206A triple mutant, cannot self-cleave; scale: DMSO 0, 5 µM enzyme 100. activation, % at 8.5 µM. hit rate 0.093% among 330,000;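 active = percent activation above the screen-wide mean plus 3 SD, cut at about 25% in these data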
Target sequence (P55210 whole entry D23A/D198A/D206A): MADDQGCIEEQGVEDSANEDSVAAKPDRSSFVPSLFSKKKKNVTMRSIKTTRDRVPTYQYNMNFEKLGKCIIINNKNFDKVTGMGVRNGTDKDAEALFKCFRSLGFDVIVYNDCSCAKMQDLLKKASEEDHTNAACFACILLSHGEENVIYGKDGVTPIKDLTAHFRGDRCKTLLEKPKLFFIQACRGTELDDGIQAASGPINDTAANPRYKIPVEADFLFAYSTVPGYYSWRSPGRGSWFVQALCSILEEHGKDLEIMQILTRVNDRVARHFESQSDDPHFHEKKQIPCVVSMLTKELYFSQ
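signal = Epi-absorbance of released pNA at 405 nm, two timepoints | assay system = Uncleavable procaspase-7 mutant enzyme | reagent = Ac-DEVD-pNA substrate, 400 µM as added | times = 1 h enzyme–compound preincubation and 2 h substrate reaction, both 25 °C | benchmarks = low DMSO alone, high DMSO plus 5 µM PC-7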
PP5 inh – PP5 phosphatase inhibitors, primary screen, biochemical, fluorescence; purified PP5c, OMFP substrate fluorescence; hit rate 0.18% among 320,000; AID 1987, 2009; Serine/threonine-protein phosphatase 5 (Homo sapiens), P53041; inhibition, % at 6.7 µM;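 active = inhibition above the campaign's mean inhibition across all tested compounds plus 3 SD, cut at about 9.5% in these data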;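 also: 0% = DMSO only and 100% = 100 µM cantharidin control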
JMJD2C inh – inhibitors of GASC-1 histone demethylase, primary screen, biochemical, fluorescence, DELFIA europium; inhibition, % at 2.35 µM; GST-JMJD2C(1-420) H3K9me3 demethylation; Lysine-specific demethylase 4C (Homo sapiens), Q9H3R0; hit rate 0.069% among 330,000; AID 2099, 2009;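 active = more than half of a compound's replicate wells show inhibition beyond 50%, single wells judged on their own value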;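 also: signal counts dimethyl H3K9 product captured on neutravidin plate; 0% = median of DMSO wells and 100% = 0.3 times that DMSO median; strong numbers were not always called active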
Fh CTSL1 inh – Fasciola hepatica cathepsin L1 inhibitors, primary screen, counter-screen for PFM18AAP inhibitor project, biochemical, QFRET, fluorogenic peptide substrate. recombinant F. hepatica cathepsin L1, Z-Leu-Arg-MCA fluorescence. inhibition, % at 5.96 µM. hit rate 0.49% among 300,000. AID 1906, 2009;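 active = inhibition above the mean of all tested compounds plus 3 SD, set per screening campaign, cut at about 17% in these data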;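 also: 0% = plate median of test compound wells and 100% = 1 µM Z-Phe-Ala-diazomethylketone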
* marks the source's active call; other numbers are inactive results; . = no result given.

nr	SMILES	procasp3 activ	GRK2 aptamer HTS	PP1 inh	core dimer inh	VLA-4 inh
1	COC(=O)c1ccc(CNC(=O)COC(=O)COc2ccc(OC)cc2)cc1	1	0	-1	3	-14
2	CCCc1nnc(NC(=O)CN2C(=O)c3ccccc3S2(=O)=O)s1	-6	0	-1	-4	-2
3	C=CCN(c1nc(C)cc(OC)n1)S(=O)(=O)c1ccc(C)cc1	3	0	3	2	3
4	S=c1[nH]nc(C(c2ccccc2)C2CCCCC2)o1 (stereo not drawn)	-2	0	8	5	-3
5	COc1ccc(-c2nc(CCl)cs2)cc1	3	0	-2	6	-4
6	Cc1ccc(NC(=O)C2(N(C(=O)Cn3nnnc3N)c3ccc(C)cc3)CCCCC2)cc1	-7	1	-4	4	18
7	CC1=Nc2ncnn2C(c2ccccc2)/C1=N\O (stereo not drawn)	5	0	-1	-1	-2
8	O=C(C1CCN(C2CCN(Cc3ccc4c(c3)CCO4)CC2)CC1)N1CCOCC1	-4	0	-1	-1	5

nr	proCasp7 act	PP5 inh	JMJD2C inh	Fh CTSL1 inh
1	-2	-0.9	4	-10
2	-11	-2.5	0	2
3	3	-0.2	-8	4
4	-18	-2.2	-4	-1
5	-2	0.0	11	5
6	2	0.5	6	1
7	3	1.0	-1	-2
8	6	-3.2	8	-2

Other compounds:
nr	SMILES	procasp3 activ	GRK2 aptamer HTS	PP1 inh	core dimer inh	VLA-4 inh
9	CCNC(=O)CN(c1ccc(OC)c(OC)c1)S(=O)(=O)c1ccccc1	-11	0	0	0	11
10	O=C(NCCc1ccccc1)C1CCCN1C(=O)Nc1ccc(Cl)cc1 (stereo not drawn)	0	0	-3	3	-3
11	CN(C)Cc1c(C(=O)N/N=C/c2cccs2)nnn1-c1nonc1N	-5	4	0	-11	12
12	CSc1cccc(CN(C)C(=O)C2CCC(=O)N(CCCN3CCCC3=O)C2)c1 (stereo not drawn)	2	0	-4	4	3
13	CCC(C)Sc1cccc(-c2nc3cnccn3c2NC2CCCCC2)c1 (stereo not drawn)	9	0	.	.	-35
14	CCOC(=O)c1c(N)sc(C(=O)N2CCCCCC2)c1C	-3	1	-4	2	2
15	CC(Cc1cccs1)NC(=O)NC1CCCCC1 (stereo not drawn)	1	2	-12	-14	-17
16	CSc1nnc(CCNS(=O)(=O)c2ccccc2Br)n1C	4	3	-2	0	1

nr	proCasp7 act	PP5 inh	JMJD2C inh	Fh CTSL1 inh
9	4	1.1	16	-2
10	2	0.3	8	-1
11	-4	0.3	-3	2
12	2	0.4	2	6
13	-3	.	.	.
14	-4	1.1	-2	-7
15	0	-10	-22	4
16	-6	3.1	-3	1

Following part
nr	SMILES	procasp3 activ	GRK2 aptamer HTS	PP1 inh	core dimer inh	VLA-4 inh
17	COc1ccccc1-c1noc2ncnc(Nc3ccc4c(c3)OCO4)c12	2	0	1	0	16
18	Cc1cccc(OCCN2CCOCC2)c1C	10	0	1	-1	12
19	COC(=O)c1c(NC(=O)CC2Nc3cc(C)c(C)cc3NC2=O)sc(C)c1C (stereo not drawn)	0	4	1	-1	-18
20	Clc1ccccc1CN(Cc1ccccc1)c1ncnc2nc[nH]c12	0	1	8	2	-1
21	COC(=O)c1ccc(NC(=O)C2CC3CCC2C3)cc1 (stereo not drawn)	-2	0	-1	2	14
22	COCCCn1c(-c2ccc(OC)cc2)nc2c1c(=O)[nH]c(=O)n2Cc1ccccc1	2	0	5	11	-10
23	O=C(NCCc1ccccc1)C1CCCN(S(=O)(=O)c2cccc3nsnc23)C1 (stereo not drawn)	-8	1	-4	8	9
24	CCOC(=O)CSc1ncnc2c1sc1nc(N3CCOCC3)c3c(c12)CCCC3	7	2	8	-3	16

nr	proCasp7 act	PP5 inh	JMJD2C inh	Fh CTSL1 inh
17	-1	-0.2	-5	3
18	-8	3.0	-12	0
19	-5	3.3	26	-1
20	3	3.6	-3	3
21	3	1.1	-6	-1
22	-2	0.8	4	1
23	-7	-1.3	-3	-1
24	-1	2.9	12	-3

Nos. 23–24, quoted:
nr	SMILES	procasp3 activ	GRK2 aptamer HTS	PP1 inh	core dimer inh	VLA-4 inh
23	O=C(NCCc1ccccc1)C1CCCN(S(=O)(=O)c2cccc3nsnc23)C1 (stereo not drawn)	-8	1	-4	8	9
24	CCOC(=O)CSc1ncnc2c1sc1nc(N3CCOCC3)c3c(c12)CCCC3	7	2	8	-3	16

nr	proCasp7 act	PP5 inh	JMJD2C inh	Fh CTSL1 inh
23	-7	-1.3	-3	-1
24	-1	2.9	12	-3

(further entries)
nr	SMILES	procasp3 activ	GRK2 aptamer HTS	PP1 inh	core dimer inh	VLA-4 inh
25	O=S(=O)(/N=C(\Nc1ccc(F)cc1)C(F)(F)F)c1ccccc1	7	3	-2	4	3
26	Nc1nnc(SCc2ccccc2F)n1-c1ccccc1	1	0	-3	-1	0
27	COC(=O)c1ccc(C#Cc2ccccc2)o1	1	0	-4	4	6
28	Cn1cccc1-c1cc(C(=O)N/N=C/c2cccc(O)c2)[nH]n1	2	1	0	-5	1
29	N#Cc1c(NCCN)nc(-c2ccccc2)c2c1CCCC2	3	0	3	-7	-6
30	Cc1cccc(CSc2nncc(=O)[nH]2)c1	-10	0	-2	-4	-9
31	CN(C)c1ccc(NC(=O)CSc2nnc(-c3cccs3)n2Cc2ccco2)cc1	-8	0	2	-9	-13
32	COc1ccc(NC(=O)c2cc(S(=O)(=O)N3CCCCC3)c[nH]2)cc1Cl	2	0	0	2	6

nr	proCasp7 act	PP5 inh	JMJD2C inh	Fh CTSL1 inh
25	16	0.7	0	1
26	0	-2.4	-2	3
27	3	2.9	65	0
28	4	1.1	4	-4
29	6	-1.5	7	0
30	-4	0.3	7	-3
31	2	0.4	-26	3
32	2	0.6	3	-3

Continued:
nr	SMILES	procasp3 activ	GRK2 aptamer HTS	PP1 inh	core dimer inh	VLA-4 inh
33	COC(=O)C(C)N(C(=O)c1ccc(Cl)cc1)c1c(C)cccc1C (stereo not drawn)	3	0	-2	-2	6
34	Cc1ccc(S(=O)(=O)N2CCN(C(=O)c3cc4c(C)nn(-c5ccccc5C)c4s3)CC2)cc1	6	2	5	23	6
35	COCCN(C(=O)CCC(=O)Nc1cc(C)on1)C(C(=O)NC1CCCC1)c1ccc(C)cc1 (stereo not drawn)	-4	0	-1	11	7
36	Cc1cccc(NC(=S)NNc2cccc(Cl)c2)c1	-8	0	3	-4	-4
37	COC(=O)c1cccc(Cn2c(Cl)c(/C=N/NC(=O)c3ccccc3Cl)sc2=O)c1	8	2	6	18	7
38	Cc1cc(CNC(=O)CC2C(=O)NCCN2Cc2ccc(-c3ccccc3)cc2)nn1C (stereo not drawn)	7	3	1	4	4
39	O=C1Nc2ccccc2N(O)N1c1ccc(Cl)cc1	-2	0	-5	-3	2
40	Cc1ccc(N(CCC(=O)O)S(=O)(=O)c2cccc(C(F)(F)F)c2)cc1	0	2	-7	3	10

nr	proCasp7 act	PP5 inh	JMJD2C inh	Fh CTSL1 inh
33	-3	1.3	5	6
34	17	3.0	-6	1
35	8	-0.8	-8	7
36	-17	2.7	6	-1
37	-6	1.9	0	1
38	1	-0.1	5	0
39	4	2.9	7	4
40	-6	-0.5	3	0

Profiles from above:
Clc1ccccc1CN(Cc1ccccc1)c1ncnc2nc[nH]c12 is listed as procasp3 activ = 0; GRK2 aptamer HTS = 1; PP1 inh = 8; core dimer inh = 2; VLA-4 inh = -1; proCasp7 act = 3; PP5 inh = 3.6; JMJD2C inh = -3; Fh CTSL1 inh = 3
O=C(NCCc1ccccc1)C1CCCN1C(=O)Nc1ccc(Cl)cc1 (stereo not drawn) is listed as procasp3 activ = 0; GRK2 aptamer HTS = 0; PP1 inh = -3; core dimer inh = 3; VLA-4 inh = -3; proCasp7 act = 2; PP5 inh = 0.3; JMJD2C inh = 8; Fh CTSL1 inh = -1

Next part:
nr	SMILES	procasp3 activ	GRK2 aptamer HTS	PP1 inh	core dimer inh	VLA-4 inh
41	CC(C)(C)CN1CCNC[C@H]1Cc1ccc(O)cc1	0	1	2	-2	1
42	O=C(Nc1ccccc1O)c1ccc(C(=O)c2ccccc2)o1	-2	3	2	1	11
43	COc1cccc(CNC(=O)CC2C(=O)NCCN2CCCc2ccccc2)c1 (stereo not drawn)	8	0	1	4	13
44	Cc1ccc(-c2cc(O)cc3sc(=O)oc23)cc1C	-9	0	10	-11	-3
45	Cc1c(NC(=O)COC(=O)/C=C/c2ccccc2Br)c(=O)n(-c2ccccc2)n1C	4	0	-1	.	3
46	CCOC(=O)c1cccc(-n2c(C)cc(C=O)c2C)c1	6	5	-1	-7	6
47	CCOc1ccccc1-n1nnnc1SCc1nc2ccccc2s1	-5	2	1	5	18
48	O=C(CSCc1c(Cl)cccc1Cl)Nc1cccnc1	9	0	4	-1	0

nr	proCasp7 act	PP5 inh	JMJD2C inh	Fh CTSL1 inh
41	5	-0.5	-2	3
42	6	1.7	9	0
43	4	-0.2	-5	4
44	-13	4.8	0	-3
45	-7	2.1	5	.
46	0	2.1	9	1
47	-15	3.6	-5	1
48	2	1.1	2	2

The list continues:
nr	SMILES	procasp3 activ	GRK2 aptamer HTS	PP1 inh	core dimer inh	VLA-4 inh
49	C=C/C(C)=C/C[C@H]1C(=C)CCC2[C@](C)(C(=O)O)CCC[C@@]21C (stereo partly drawn)	5	5	1	-6	-3
50	CC(C)NC(=O)N1CCC(n2nccc2NC(=O)CCOc2ccccc2)CC1	0	0	1	-5	-10
51	Cc1cccc(OCCC(=O)NNC(=O)c2ccoc2C)c1	0	1	-3	.	5
52	COC(=O)c1cc(Nc2cc(C)nc3ncnn23)cc(C(=O)OC)c1	4	1	0	-2	37
53	O=C1CSC(c2ccccc2)N1CC12CC3CC(CC(O)(C3)C1)C2 (stereo not drawn)	2	0	-3	-2	33
54	Cc1[nH]c(C)c(S(=O)(=O)N(C)Cc2ccccc2)c1C(=O)N1CCCC1	0	0	-3	-9	20
55	NNC(=O)c1cc2c(s1)CCCCCC2	0	3	4	-3	-10

nr	proCasp7 act	PP5 inh	JMJD2C inh	Fh CTSL1 inh
49	-7	1.6	9	0
50	-1	-1.1	-7	-3
51	-1	2.4	1	.
52	12	-0.8	2	2
53	-3	3.0	4	-4
54	-5	0.3	-10	-2
55	-1	1.3	-1	-1
